# NadD block: blocks S. aureus nicotinate mononucleotide adenylyltransferase. purified NadD enzyme, colorimetric absorbance read-out. inhibition, % at 20 µM. actives 0.78% (n = 360,000). AID 602399; in the data active = inhibition above about 26%; note: some compounds past the cut are filed as inactive
# Rpn11 inh: Rpn11 (human) deubiquitinase inhibition | O00487 | human 26S proteasome, Ub4-pepOG fluorescence polarization; 20S core pre-blocked with epoxomicin | calls only at 20 µM | actives 0.59% (n = 360,000);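 active = inhibition at 20 µM, scaled to each plate's controls, above about 33%, limit read from the data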
# Neddylation inh: cullin neddylation inhibition. P61081+Q13564. TR-FRET cullin neddylation, biochemical. calls only at 25 µM. actives 0.58% (n = 360,000). AID 651699; in the data active = inhibition above about 36%
# FAS-TE inh: inhibitors of human fatty acid synthase thioesterase domain. P49327. recombinant FAS-TE, OMFH fluorogenic substrate, fluorescence endpoint. inhibition, % at 15 µM. actives 0.67% (n = 360,000). AID 602261;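 active = compounds whose normalised, plate-corrected inhibition of enzyme fluorescence in the single-dose primary screen is 50% or more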;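 note: 0% = DMSO with enzyme and 100% = substrate without enzyme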
# Target sequence (P49327 whole entry, looked up, the tested form may be a part): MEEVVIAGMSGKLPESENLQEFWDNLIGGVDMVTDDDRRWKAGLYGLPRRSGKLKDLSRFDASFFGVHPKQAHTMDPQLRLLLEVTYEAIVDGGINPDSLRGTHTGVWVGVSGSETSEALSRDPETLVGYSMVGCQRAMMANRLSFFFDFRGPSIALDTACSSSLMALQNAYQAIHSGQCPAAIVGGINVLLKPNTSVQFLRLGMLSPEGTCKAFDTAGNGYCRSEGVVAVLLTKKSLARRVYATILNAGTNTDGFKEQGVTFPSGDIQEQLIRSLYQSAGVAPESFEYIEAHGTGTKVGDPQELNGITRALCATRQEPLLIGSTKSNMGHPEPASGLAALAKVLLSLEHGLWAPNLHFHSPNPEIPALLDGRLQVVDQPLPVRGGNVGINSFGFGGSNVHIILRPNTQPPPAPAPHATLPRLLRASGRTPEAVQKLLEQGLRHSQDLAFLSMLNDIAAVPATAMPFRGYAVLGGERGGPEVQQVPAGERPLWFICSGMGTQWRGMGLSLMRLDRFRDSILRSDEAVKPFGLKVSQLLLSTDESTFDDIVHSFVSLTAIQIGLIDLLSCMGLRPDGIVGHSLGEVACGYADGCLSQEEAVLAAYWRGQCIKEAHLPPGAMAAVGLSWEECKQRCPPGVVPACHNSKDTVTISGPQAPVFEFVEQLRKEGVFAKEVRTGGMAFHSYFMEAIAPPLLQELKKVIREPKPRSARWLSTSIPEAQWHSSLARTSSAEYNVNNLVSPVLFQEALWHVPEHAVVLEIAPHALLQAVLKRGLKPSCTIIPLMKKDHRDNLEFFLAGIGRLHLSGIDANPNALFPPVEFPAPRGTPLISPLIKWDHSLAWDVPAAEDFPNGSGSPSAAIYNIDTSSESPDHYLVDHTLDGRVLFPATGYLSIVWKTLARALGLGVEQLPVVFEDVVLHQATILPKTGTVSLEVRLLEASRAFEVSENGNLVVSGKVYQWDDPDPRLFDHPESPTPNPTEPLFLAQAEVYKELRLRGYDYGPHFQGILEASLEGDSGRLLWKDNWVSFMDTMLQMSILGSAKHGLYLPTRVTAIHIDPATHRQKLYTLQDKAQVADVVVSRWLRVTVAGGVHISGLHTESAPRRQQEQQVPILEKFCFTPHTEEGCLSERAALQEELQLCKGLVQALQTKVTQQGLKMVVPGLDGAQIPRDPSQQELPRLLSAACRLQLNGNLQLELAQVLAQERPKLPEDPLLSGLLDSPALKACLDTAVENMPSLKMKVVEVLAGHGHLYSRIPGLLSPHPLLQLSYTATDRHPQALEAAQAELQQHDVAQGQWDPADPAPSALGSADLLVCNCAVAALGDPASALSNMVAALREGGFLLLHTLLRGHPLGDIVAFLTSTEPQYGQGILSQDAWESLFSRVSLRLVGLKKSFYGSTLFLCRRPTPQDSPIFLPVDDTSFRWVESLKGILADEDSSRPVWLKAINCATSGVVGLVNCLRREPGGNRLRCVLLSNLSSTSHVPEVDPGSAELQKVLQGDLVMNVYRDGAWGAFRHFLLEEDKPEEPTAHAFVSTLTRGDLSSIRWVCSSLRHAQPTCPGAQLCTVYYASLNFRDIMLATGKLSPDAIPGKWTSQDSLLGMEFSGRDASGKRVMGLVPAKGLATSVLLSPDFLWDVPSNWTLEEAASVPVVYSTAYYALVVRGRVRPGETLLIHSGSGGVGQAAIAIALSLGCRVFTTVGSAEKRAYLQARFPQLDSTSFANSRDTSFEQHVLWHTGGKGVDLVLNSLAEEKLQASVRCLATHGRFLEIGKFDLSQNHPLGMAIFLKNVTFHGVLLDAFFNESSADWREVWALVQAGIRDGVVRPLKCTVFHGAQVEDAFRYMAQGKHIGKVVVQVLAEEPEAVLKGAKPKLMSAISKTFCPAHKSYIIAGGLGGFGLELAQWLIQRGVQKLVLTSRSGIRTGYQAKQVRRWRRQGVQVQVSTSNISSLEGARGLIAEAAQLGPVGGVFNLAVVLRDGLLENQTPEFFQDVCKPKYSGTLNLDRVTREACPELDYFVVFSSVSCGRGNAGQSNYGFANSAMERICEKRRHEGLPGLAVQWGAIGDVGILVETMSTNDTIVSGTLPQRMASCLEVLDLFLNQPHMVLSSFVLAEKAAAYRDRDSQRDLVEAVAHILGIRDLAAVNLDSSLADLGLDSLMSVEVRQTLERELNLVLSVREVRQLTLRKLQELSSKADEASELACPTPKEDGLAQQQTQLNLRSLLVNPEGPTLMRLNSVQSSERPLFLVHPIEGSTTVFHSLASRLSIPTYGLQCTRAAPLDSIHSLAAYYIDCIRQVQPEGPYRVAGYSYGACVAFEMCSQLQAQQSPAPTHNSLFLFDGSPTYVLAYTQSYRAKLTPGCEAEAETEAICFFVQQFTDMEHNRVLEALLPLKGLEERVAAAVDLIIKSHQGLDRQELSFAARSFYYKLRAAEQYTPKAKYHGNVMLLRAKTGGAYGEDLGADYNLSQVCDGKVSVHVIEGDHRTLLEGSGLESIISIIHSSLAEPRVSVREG
# Rin1 Abl inh: blocks binding of human Rin1 to Abl. P00519+Q13671. actives 0.4% (n = 360,000). TR-FRET Rin1/Abl binding, biochemical. inhibition, % at 7.35 µM; in the data active = inhibition above about 5%, passing the limit was not always enough
# PABP1 MLLE inh: inhibitors of microRNA-mediated deadenylation, human PABP1 MLLE binding. P11940. GST-MLLE / FITC-PAM2 fluorescence polarization. inhibition, % at 20 µM. actives 0.36% (n = 360,000); in the data active = inhibition above about 35%, passing the limit was not always enough;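 note: plate controls were DMSO wells with GST-MLLE for no effect and wells lacking GST-MLLE protein for full effect; some results filed as inactive read as strong as hits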
# MT1-MMP act inh: MT1-MMP (human) activation inhibition | actives 0.061% (n = 360,000) | HT1080 RFP-PRO-GFP cells, GFP/RFP ratio fluorescence, overnight; percent of plate control window, DMSO zero | GFP/RFP ratio change, % at 20 µM | P50281;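 active = GFP/RFP ratio change of at least 30% with cell ATP level not reduced by more than half and red fluorescence within 50% of control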; note: strong numbers were not always called active
#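 Test system: HT1080 cells expressing an RFP-PRO-GFP fluorescent reporter construct / Compound dosing: single-point 20 µM compound, 1% DMSO / Schedule: cells overnight before dosing, compound overnight, 37 °C, 5% CO2 / Evaluation: GFP/RFP fluorescence ratio / Control set: DMSO and RFP-L50D-GFP cell wells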
# CSN deneddyl inh: CSN deneddylation inhibition; inhibition, % at 12.5 µM; Purified CSN, SCF-Nedd8-OG deneddylation, fluorescence polarization; actives 0.38% (n = 360,000);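 active = pattern-corrected inhibition above about 35%, with an unprinted fluorescence ratio check between 0.5 and 1.5, limit read from the data, passing the limit was not always enough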;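 note: 0% = enzyme with substrate and 100% = substrate without enzyme; some results filed as inactive read as strong as hits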
#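 Schedule: reaction 90 min, room temperature / Assay system: HEK293T-derived human Csn5 enzyme / Input: Csn5 at 0.24 nM final / Measure: inhibition of Csn5 cleavage, % / Control set: substrate-only high control, full reaction low control / Technique: fluorescence polarization of the substrate / Buffer or medium: Tris/NaCl/DTT buffer, pH 7.5 / Reagent: SCFSkp2-Nedd8OG substrate at 10 nM final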
# SKN-1 inh: blocks SKN-1 activity in C. elegans | C. elegans VP596 Pgst-4::GFP/RFP ratio, acrylamide-induced, 24 h | inhibition, % at 21.8 µM | actives 0.49% (n = 360,000);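 active = interference check ratio from 0.5 to 1.5 plus GFP to RFP signal ratio inhibition reaching or exceeding a fixed threshold, cut at about 30% in these data, passing the limit was not always enough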; note: some compounds called inactive have numbers as strong as hits
# * marks the source's active call; other numbers are inactive results; i = inactive; nt = not tested or not shown. This is a random part of the collection; about 3.9% have a hit in one of these screens.
SMILES,NadD block,Rpn11 inh,Neddylation inh,FAS-TE inh,Rin1 Abl inh,PABP1 MLLE inh,MT1-MMP act inh,CSN deneddyl inh,SKN-1 inh
CCOC(=O)C1(C(=O)OCC)C(C(=O)c2ccccc2)C1c1ccccc1 (centres undefined),-6,i,i,15,4,11,-8,6,10
CCc1nccn1Cc1cc(C=O)ccc1OC,-9,i,i,-3,0,-4,-1,-3,9
CCC(C)NC(=O)CCC(=O)Nc1ccc2nc(N3CCOCC3)cc(C)c2c1 (centres undefined),-4,i,nt,-4,-4,-1,5,7,-20
COc1cc(OC)c(C(=O)Nc2ccc(S(=O)(=O)Nc3ncccn3)cc2)cc1OC,6,i,i,-6,-2,-2,7,-2,3
Cc1ccc2c(C)c(C(=O)N(C)CCC3CCCCO3)oc2c1C (centres undefined),-3,i,i,4,-1,-3,-3,-5,-6
CCOc1ccccc1OCCC(=O)NNC(=O)Cn1nc(C)cc1C,9,i,i,-1,-1,11,1,1,1
Cc1ccc(CNC(=O)CN2C(=O)NC(C)(c3ccccc3Cl)C2=O)cc1 (centres undefined),-4,i,i,1,0,-6,-2,-3,-19
CC1CCN(S(=O)(=O)c2ccc3ncn(CC(=O)N(C)C4CCCCC4)c(=O)c3c2)CC1,2,i,i,-1,1,6,7,-6,11
C=CCNC(=S)Nc1ccc2nsnc2c1,-3,i,i,-8,1,-2,-3,4,1
CCCCN(C)C(=O)c1ccc2c(c1)N(CC)C(=O)c1ccccc1S2(=O)=O,0,i,i,-8,1,12,-1,2,-6
Cn1c(=N)n(CC(=O)c2ccc(Br)cc2)c2ccccc21,-12,i,i,-2,0,-9,4,-1,6
CCCCNC(=O)CC(C(=O)N1CCc2ccccc21)n1ccnc1 (centres undefined),1,i,i,-10,3,1,nt,0,-34
Cc1cc(-c2csc(Nc3ccccn3)n2)ccc1F,3,i,i,30,1,8,-1,-2,22
O=C(CN1C(=O)c2cccc3cccc1c23)N1CCN(Cc2ccc3c(c2)OCO3)CC1,3,i,i,-5,-4,9,-1,5,19
NC1=C(Cl)C(=O)c2ccc(S(N)(=O)=O)cc2C1=O,-2,i,i,35,-9,13,-26,10,11
Cc1ccc(C)c2[nH]c(=O)c(CN(CCN3CCCC3)C(=O)Nc3cccc(Cl)c3)cc12,0,i,i,-1,-1,-41,-6,-3,0
CCC(=O)c1ccccc1OCCN1CCN(CC)CC1,-6,i,i,-5,6,11,0,1,-17
NC(=O)C1CCN(C(=O)c2ccc(Cl)c(S(=O)(=O)N3CCCCCC3)c2)CC1,1,i,i,-8,4,-1,-2,3,15
Cc1ccccc1-n1c(SCC(=O)N/N=C/c2ccccc2OCC(=O)O)nc2ccccc2c1=O,8,i,i,-1,-1,-6,0,4,7
O=C(NCCc1ccccn1)c1ccc(COc2ccccc2)o1,7,i,i,-11,0,11,6,-2,-13
CCCCCn1c(CCNC(=O)c2cccs2)nc2ccccc21,-9,i,i,6,2,-6,3,11,3
CCCC1(C(=O)OC)NC(c2ccc(OC)cc2OC)C2C(=O)N(c3cccc(C(C)=O)c3)C(=O)C21 (centres undefined),11,i,i,0,4,-13,-4,0,16
Cc1ccc(-c2c(C)sc3ncn(CC(=O)N4CCOCC4)c(=O)c23)cc1C,1,i,i,-3,3,-10,5,-2,5
O=C(O)CN1C(=O)SC(Nc2ccccc2)C1=O (centres undefined),-3,i,i,-6,1,22,1,7,-10
Cc1ccc(S(=O)(=O)N2CCN(S(=O)(=O)N3CCCCC3)CC2)c(C)c1,-8,i,i,4,1,-11,3,1,13
CCC(C(=O)NC(C)(C)C)N(Cc1ccco1)C(=O)Cn1nnc(-c2ccc(F)cc2)n1 (centres undefined),-8,i,i,11,0,12,-1,-3,3
COc1ccc(NC(=O)COc2cccnc2[N+](=O)[O-])cc1OC,-4,i,i,-2,-3,13,1,-4,10
CCc1ccc(CN2CCC(n3nccc3NC(=O)c3cccc(F)c3)CC2)cc1,-3,i,i,0,2,6,3,-5,9
CCN(c1ccccc1)S(=O)(=O)c1ccc(C(=O)Nc2ncccc2C)cc1,4,i,i,-1,3,3,3,2,3
O=C(/C=C/c1c(F)cccc1Cl)N1CCc2ccccc2C1,-3,i,i,15,-1,11,0,-1,15
CC(=O)c1ccc(N(CC(=O)NC2CCCC2)C(=O)c2ccc(C)s2)cc1,-5,i,i,6,1,4,2,-1,-7
Cc1ccccc1-n1c(=O)cc(N2CCC3(CC2)OCCO3)[nH]c1=O,0,i,i,-11,-1,13,0,2,-5
CC(=O)NNc1ncnc2ccccc12,1,i,i,-13,-1,7,-2,-1,4
COc1cccc(-c2csc(NC(=O)Nc3ccccc3)n2)c1,-7,i,i,17,2,-8,-6,0,7
CCOc1ccc(/C=C/C(=O)c2c(O)c3ccccc3oc2=O)cc1,8,i,i,1,1,-19,0,-1,-16
COC(=O)c1cccc(NC(=O)/C(=C\c2ccco2)NC(=O)c2ccco2)c1,-2,i,i,-7,2,-22,-3,8,2
CC(C)n1nc(C(=O)NCCc2ccc(S(N)(=O)=O)cc2)c2ccccc2c1=O,2,i,i,-5,5,-1,2,0,16
COc1ccc(NC(=O)Cn2nnc(C(=O)NCc3ccco3)c2N)cc1,-4,i,i,-5,0,-10,-3,4,-4
COc1ccc(CSCCc2n[nH]c(=S)n2-c2ccccc2)cc1,-10,i,i,1,2,6,-1,0,10
CN1CCN(C(=O)c2ccc(CNS(=O)(=O)c3ccc(F)c(Cl)c3)cc2)CC1,-7,i,i,-6,-1,-5,-2,5,-4

# Look-ups from the entries so far:
# Value for `Cc1ccc(S(=O)(=O)N2CCN(S(=O)(=O)N3CCCCC3)CC2)c(C)c1` under MT1-MMP act inh: 3
# Value for `CC(=O)NNc1ncnc2ccccc12` under Rin1 Abl inh: -1
# Value for `COc1ccc(CSCCc2n[nH]c(=S)n2-c2ccccc2)cc1` under CSN deneddyl inh: 0
# Value for `CC(=O)c1ccc(N(CC(=O)NC2CCCC2)C(=O)c2ccc(C)s2)cc1` under FAS-TE inh: 6
# Value for `Cc1ccccc1-n1c(=O)cc(N2CCC3(CC2)OCCO3)[nH]c1=O` under CSN deneddyl inh: 2

# (listing goes on)
SMILES,NadD block,Rpn11 inh,Neddylation inh,FAS-TE inh,Rin1 Abl inh,PABP1 MLLE inh,MT1-MMP act inh,CSN deneddyl inh,SKN-1 inh
Cc1cc(NC(=O)COn2nnc3ccc(Cl)cc32)no1,2,i,i,-2,1,-2,3,2,31
CC(C)(CO)NCc1cc(Br)ccc1OCc1ccccc1,6,i,i,-6,0,8,-6,-3,2
Cn1c(CNc2ccccn2)c(C#N)c2ccccc21,-5,i,i,-5,-4,-18,3,-2,-2
NC(=O)C1CCN(CCC(=O)Nc2ccc(Br)cc2)CC1,-1,i,i,-9,-3,0,0,9,-1
C[C@@H]1CN([C@@H](C)CO)S(=O)(=O)c2ccc(-c3ccc(C#N)cc3)cc2O[C@@H]1CN(C)Cc1ccccn1,-2,i,i,1,-2,-3,2,8,10
O=C(COC(=O)Cc1c(F)cccc1Cl)NNC(=O)c1ccccc1,-1,i,i,-6,1,-8,-1,-2,-15
O=C(Nc1cccc(S(=O)(=O)N2CCCCCC2)c1)C1CCN(C(=O)c2ccc(F)cc2)CC1,-1,i,i,9,3,-6,-2,-4,5
CCOC(=O)C1CCCN(C(=O)CSCc2ccccc2)C1 (centres undefined),-7,i,i,-2,0,22,-3,-4,-5
O=C1OC(c2ccc(Cl)cc2)=N/C1=C\c1cccnc1,-1,i,i,-1,1,6,-1,-1,-2
CC1CCCCC1NC(=O)C1CC(=O)N(Cc2ccccc2)C1 (centres undefined),1,i,i,-4,1,-6,0,-2,9
Cc1cccc(C)c1NC(=O)C1CCN(C(=O)c2cccs2)CC1,-2,i,i,-4,2,-8,5,1,11
Cc1nn(-c2ccccc2)c(C)c1/C=C/C(=O)OC(C)C(=O)Nc1ncc(Cl)cc1Cl (centres undefined),-2,i,i,13,0,1,2,-4,12
COc1ccc2sc3c(=O)[nH]c4ccccc4c3c2c1,9,i,i,-5,-5,5,-7,3,2
Cc1ccc(S(=O)(=O)N2CCOCC2)cc1NC(=O)COC(=O)Cc1ccc(Cl)cc1,-7,i,i,-1,6,1,3,2,-2
NS(=O)(=O)c1ccc(CCNC(=O)COC(=O)/C=C/c2ccc(Cl)cc2)cc1,-6,i,i,1,2,-1,2,5,6
C=CC[C@@H](CC(=O)NCCO)C(=O)NC[C@@H](OC(=O)[C@H](CC=C)CC(=O)OC(C)(C)C)c1ccccc1,-3,i,i,-6,3,-8,-2,2,-10
CC(O)CO (centres undefined),1,i,i,-4,0,11,-3,-2,3
Cc1ccc(C(=O)C(C)OC(=O)c2cc3cc([N+](=O)[O-])ccc3oc2=O)cc1 (centres undefined),-2,i,i,-3,1,7,1,2,-8
CCOc1nc(S(=O)(=O)c2ccc(C)cc2)c(Cl)s1,-5,i,i,14,0,-7,3,0,4
O=C(Nc1cccc(C(F)(F)F)c1)c1cc2c(s1)-c1ccccc1OC2,-5,i,nt,7,-1,8,2,-4,-5

# Pulled by compound from the list above (four):
SMILES,NadD block,Rpn11 inh,Neddylation inh,FAS-TE inh,Rin1 Abl inh,PABP1 MLLE inh,MT1-MMP act inh,CSN deneddyl inh,SKN-1 inh
CC(C)(CO)NCc1cc(Br)ccc1OCc1ccccc1,6,i,i,-6,0,8,-6,-3,2
CCOC(=O)C1CCCN(C(=O)CSCc2ccccc2)C1 (centres undefined),-7,i,i,-2,0,22,-3,-4,-5
CCOc1nc(S(=O)(=O)c2ccc(C)cc2)c(Cl)s1,-5,i,i,14,0,-7,3,0,4
Cn1c(CNc2ccccn2)c(C#N)c2ccccc21,-5,i,i,-5,-4,-18,3,-2,-2

# Part of the list above, bar-delimited.
Compound | NadD block | Rpn11 inh | Neddylation inh | FAS-TE inh | Rin1 Abl inh | PABP1 MLLE inh | MT1-MMP act inh | CSN deneddyl inh | SKN-1 inh
NC(=O)C1CCN(CCC(=O)Nc2ccc(Br)cc2)CC1 | -1 | i | i | -9 | -3 | 0 | 0 | 9 | -1
C[C@@H]1CN([C@@H](C)CO)S(=O)(=O)c2ccc(-c3ccc(C#N)cc3)cc2O[C@@H]1CN(C)Cc1ccccn1 | -2 | i | i | 1 | -2 | -3 | 2 | 8 | 10

# Other records:
SMILES,NadD block,Rpn11 inh,Neddylation inh,FAS-TE inh,Rin1 Abl inh,PABP1 MLLE inh,MT1-MMP act inh,CSN deneddyl inh,SKN-1 inh
CCNc1nc(OC)nc(SCC(=O)Nc2ccccc2)n1,-8,i,i,-6,2,9,-2,5,2
CCOC(=O)Cc1ccc(NC(=O)c2ccccc2Br)cc1,6,i,i,2,1,13,3,0,-6
CC(/C=N/n1c(C2CCCCC2)n[nH]c1=S)=C\c1ccccc1,7,i,i,19,-5,-41,3,1,8
CCC(=O)N1CCN(c2ccc(Cl)cc2NC(=O)c2ccc([N+](=O)[O-])o2)CC1,-4,i,i,35,-1,-3,6,6,-12
c1ccc(CCc2cc3ccccc3[nH]2)cc1,-3,i,i,24,1,10,3,1,14
CCCS(=O)(=O)NC(=O)C1(C)CCCN(C(=O)c2ccc3snnc3c2)C1 (centres undefined),7,i,i,-12,-3,14,2,1,-2
O=C(NCc1cccnc1)c1cc(C2CCCCN2S(=O)(=O)Cc2ccccc2)on1 (centres undefined),4,i,i,-4,-1,2,8,-1,-1
Cc1cnc(NC(=O)CSc2nnc(Cc3ccccc3)n2C)s1,-3,i,i,-7,0,-1,0,-3,-14
